Pf Dd2 growth – Plasmodium falciparum Dd2 growth inhibition; Potency, µM (series often up to 28.9 µM), without a hit: at the highest dose activity, negative = inhibition, actives largely listed as inhibitors; P. falciparum Dd2 growth, SYBR Green, 72 h; 4.3% of 120,000 active; active = well fitted inhibition curve with a large enough effect; inconclusive = small, poorly fitted or top-dose-only effect; inactive = no such curve, though single readings can be large or run the other way;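 note: plate controls were DMSO vehicle for no effect and reference drug for full effect; nearly all actives have a fitted effect of over 65% in size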
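Infected erythrocytes (Dd2, 0.3% parasitemia, 2.5% hematocrit final) are added to compound in RPMI-1640/Albumax II medium, grown 72 h at 37C in low oxygen, then lysed with saponin/Triton-X containing SYBR Green and read by fluorescence.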
An asterisk follows results filed as active; i = inactive; ? = inconclusive; [ ] = remark or other dose. Potency is the fitted concentration of half-maximal effect.

SMILES	Pf Dd2 growth
Fc1ccc(Nc2ncnc3c2nc2n3CCCCC2)c(F)c1	18%
COCCC(=O)NCCC1CCN(C(=O)Nc2cc(F)ccc2F)CC1	-3%
O=C(O)CCC(=O)N1CCC2(CC1)CC(Cc1ccccc1)=NO2	?
COc1ccc2[nH]c(=O)c(CN(C(=O)c3cccc(Cl)c3)c3ccccc3C)cc2c1	-17%
O=C(NCCc1csc(-c2ccc(C(F)(F)F)cc2)n1)C(=O)Nc1ccc(F)c(Cl)c1	18%
Cc1ccc(-c2nnc(Nc3ccc(S(N)(=O)=O)cc3)c3ccccc23)cc1S(=O)(=O)N1CCOCC1	?
CC(=O)N1CCC(Cc2noc(-c3ccccc3)n2)C1 (configuration not stated)	-23%
CCc1ccc(NC(=O)Cn2nc(C(F)(F)F)c3c2CCCC3)cc1	298%[activator][5.79 µM]
CCCCc1ncc(-c2c(-c3ccccc3)ncn2CC2(CO)CCC2)[nH]1	?
COc1ccc(-c2ncc[nH]2)cc1	18%[44.1 µM]
Cc1cccc(-n2ncc3c2CCCC3NC(=O)C2(C)CCNCC2)c1C (configuration not stated)	1%
COc1cccc(CN2CCn3c(nnc3[C@@H]3C[C@@H](O)CN3Cc3cccnc3)C2)c1	11%
Cc1ccc(-c2cc(N3CCCN(C(=O)c4ccco4)CC3)n[nH]2)cc1C	-3%
O=C1Cc2cc(S(=O)(=O)N3CCCCC3)cc3c2N1CCC3	i
CCOc1ccc(NC(=O)CC2C(=O)N(c3ccccc3)C(=O)N2Cc2ccc3c(c2)OCO3)cc1 (configuration not stated)	11%

SMILES	Pf Dd2 growth
CCc1ccc(NC(=O)CSc2nc3c(oc4ccccc43)c(=O)n2-c2cccc(C)c2)cc1	i
Cn1nccc1C(=O)N1C[C@@H](COc2ccccc2)[C@H](C(N)=O)C1	i
COc1ccc(C(=O)Nc2ccc(-n3nncc3-c3ccccc3)cc2)cc1OC	74%[activator]
COc1ccc(C2Cn3nnc(C(=O)N4CCN(C(=O)c5ccc(C)cc5C)CC4)c3CO2)cc1 (configuration not stated)	?
O=C(CCC1CCN(C(=O)c2ccccc2)CC1)Nc1ccccc1F	i
COc1cc(OC)c(-c2cc(C(=O)NCc3ccc(F)cc3)c3c(-c4ccccc4)[nH]nc3n2)cc1OC	-19%
COc1cccc(C(=O)N2CCCC(c3noc(COc4ccccc4)n3)C2)c1 (configuration not stated)	?
CC(C)CN1C(=O)CCc2cc(NC(=O)c3ccc(N(C)C)cc3)ccc21	-25%
COc1ccc(F)cc1[C@@H](NC(=O)C1=NNC(=O)CC1)C1CC(O)C1 (some centres not stated)	-23%
COc1ccccc1-n1nc(-c2ccccc2)c2cnc3c(F)cc(F)cc3c21	?
COc1ccc(F)c(CN2CCCC(O)(CN3CCC(C)CC3)C2=O)c1 (configuration not stated)	4µM*
CCOC(=O)c1cnc2c(Cl)c(Cl)ccc2c1NCCN1CCOCC1	110%[activator]
O=C(Cn1nnc(-c2ccccc2Cl)n1)Nc1ccc(Br)cc1	37%
COC[C@@H]1[C@H](NC(=O)c2cc(N3CCCCC3)ccc2Cl)[C@@H]2CCO[C@H]12	-3%
COC[C@@H]1CN(C(=O)c2n[nH]c3ccccc23)C[C@H]1c1nc(C)no1	-13%

SMILES	Pf Dd2 growth
CC(C)(C)NC(=O)Cn1cc(S(=O)(=O)Cc2ccccc2Cl)c2ccccc21	i
CCn1nc(C(C)C)cc1C(=O)NCCS(=O)(=O)N1CCCC1	9%
N#Cc1nc(COc2cccc(Cl)c2)oc1NCCc1ccccc1	9%
Cc1cc(C)c2sc(NC(=O)c3ccc(S(=O)(=O)N4CCOCC4)cc3)nc2c1	-16%
CCOc1ccc(NC(=O)CCCN2C(=O)C(c3ccccc3)Oc3cccnc32)cc1 (configuration not stated)	?
COc1ccc2c(c1)NC(c1ccc(OCC(C)C)cc1)=NC(c1ccncc1)=N2	-21%
O=C(O)C1CCc2nnc(C3CCN(C(=O)c4cccc(Cl)c4)CC3)n21 (configuration not stated)	22%
CCNC(=O)N1CCCOCCNC(=O)[C@@H]2CCC[C@@H]21	15%
COc1ccccc1CC(=O)N1CCC2(CC1)N=C(c1ccc(Cl)cc1)NO2	-35%
COc1cccc([S+](=O)([O-])N2CCC3(C2)N=C(c2ccccn2)C(=O)N3)c1 (configuration not stated)	-3%
Cc1cccc(OC[C@H]2C[C@@H](NC(=O)Nc3ccccc3)[C@H](O)[C@@H]2O)n1	16%[44.1 µM]
c1cncc(CN2CC[C@H](c3nnc(Cc4c[nH]c5ccccc45)o3)C2)c1	11µM*
O=C(Nc1ccc(F)cc1F)N[C@H]1C[C@H]2C(=O)NC[C@@H](CCC(=O)N3CCCCC3)N2C1	i
Cn1c(Oc2cccc(Cl)c2)nc2c1c(=O)n(Cc1ccccc1Cl)c(=O)n2C	15%
NS(=O)(=O)c1ccc(CCNC(=O)c2cc(-c3ccc[nH]3)n[nH]2)cc1	-22%

Of the compounds above, 2 contain a furan ring, fused or not:
SMILES	Pf Dd2 growth
Cc1ccc(-c2cc(N3CCCN(C(=O)c4ccco4)CC3)n[nH]2)cc1C	-3%
CCc1ccc(NC(=O)CSc2nc3c(oc4ccccc43)c(=O)n2-c2cccc(C)c2)cc1	i

Other compounds:
SMILES	Pf Dd2 growth
Oc1ccc(NCCN2CCCC2)cc1	?
O=C(Cc1ccc(OC(F)(F)F)cc1)NCc1nnc2ccc(-c3ccc(F)cc3)nn12	i
Cc1ccc(N2CC(c3noc(-c4cc(F)cc(F)c4)n3)CC2=O)cc1 (configuration not stated)	24%
Cc1ccc(N2C(=O)N[C@@H]3CCN(C(=O)c4ccc(C(F)(F)F)cc4)[C@@H]3C2=O)cc1	i
O=[S+]([O-])(c1cccc(C(F)(F)F)c1)N1CCC2(CCN(Cc3cccs3)c3ccccc3O2)CC1	?
CC(=O)c1cc(C(=O)Nc2cc(C)cc(C)c2)c2ccccn12	i
Fc1ccc(-c2ccc3ncc(Nc4cc(F)cc(N5CCOCC5)c4)n3n2)cc1	?
COc1ccc(-c2c(C#N)c(SCC(=O)Nc3ccccc3C)nc(C)c2C(=O)Nc2ccc(Cl)cc2)cc1	?
CCOc1ccc(NC(=O)CSc2nc3ccccc3c(=O)n2CCC(=O)NC2CCCCC2)cc1	38%[activator]
CN(Cc1cccn1C)C(=O)NC1CCCC1	?
CC(C)CCNC(=O)N1c2ccccc2CC1c1noc(C2CCOCC2)n1 (configuration not stated)	?
COCC1(C(=O)N2CCN(C)C3(CCNC(=O)CC3)C2)CC1 (configuration not stated)	-6%
O=C(CN1C(=O)NC2(CCCCC2)C1=O)NC1CCc2ccccc21 (configuration not stated)	-11%
CCOc1ccccc1NC(=O)CCS(=O)(=O)c1ccc2c(c1)oc(=O)n2C	?
CN1C[C@@H](NC(=O)c2ccccn2)C[C@H]1c1nc(-c2ccc3ccccc3c2)no1	-14%[44.1 µM]

Structures from the list above that have a cyano group (2):
SMILES	Pf Dd2 growth
N#Cc1nc(COc2cccc(Cl)c2)oc1NCCc1ccccc1	9%
COc1ccc(-c2c(C#N)c(SCC(=O)Nc3ccccc3C)nc(C)c2C(=O)Nc2ccc(Cl)cc2)cc1	?

Continued.
SMILES	Pf Dd2 growth
COCCNC(=O)CCC[C@@H]1[C@H]2CCCN3CCC[C@@H](CN1C)[C@@H]23	5%
COc1cccc2c1CCN=C2C[C@H]1CN(C(=O)C(C)(C)C)CC[C@H]1CC(=O)O	4%[44.1 µM]
CCOc1ccc(CCNC(=O)Cn2nnc(-c3ccc(C(F)(F)F)cc3)n2)cc1OCC	-20%
O=C(c1ccc(C(F)(F)F)cc1)N1CCC(N2CCNC2=O)CC1	9%
CN1C(=O)[C@H]2CN(Cc3cc(F)cc(F)c3)C[C@H]2C1=O	62%[activator]
CCC(=O)N1CCc2cc(Br)cc(S(=O)(=O)CCC(=O)NCc3ccc(F)cc3)c21	?
Cc1ccccc1NC(=O)N1CCC(CCNC(=O)c2cccc(F)c2)CC1	-1%
CC(C)NC1CNC1	-8%[115 µM]
CCc1noc(-c2cn(C3CCN(C(=O)c4ccc5c(c4)OCO5)CC3)nn2)n1	?
Cc1ccc(C(=O)CSc2nc(C)cc(C)c2C(=O)Nc2cccc(C)c2)cc1	32%[activator][0.594 µM]
Cc1cccc(OCC(=O)N2C[C@@H](CO)[C@H](c3ccccn3)C2)c1	-35%
Cn1nc(C(=O)Nc2ccccc2C#N)c2c1-c1ccccc1SC2	28%
COc1ccccc1Nc1c2c(nc3ccc(NC(=O)c4ccc(OC)c(OC)c4)cc13)CCCC2	?
O=C1CCCc2cc(S(=O)(=O)NCC3CCC(C(=O)Nc4ccccc4F)CC3)ccc2N1 (configuration not stated)	8%
COc1ccccc1NC(=O)N1CCCC(Cn2cnc3cccnc32)C1 (configuration not stated)	-21%

SMILES	Pf Dd2 growth
Cc1cc(C)c(NC(=O)Cn2nnc(C(=O)NCc3cccs3)c2N)c(C)c1	145%[activator]
CNCc1cn(C[C@H]2C[C@@H]3CCN2C[C@@H]3C(=O)NC2CCCCC2)nn1	11%[44.1 µM]
CCSc1ncc(Cl)c(C(=O)Nc2ccc(S(=O)(=O)N3CCCCC3CC)cc2)n1 (configuration not stated)	?
CCCNC(=O)N[C@@H]1C[C@H](Cn2cc(CN(C)C)nn2)[C@@H](O)[C@H]1O	17%[44.1 µM]
O=C1NCCC[C@@H]1NC(=O)[C@H]1CN(C(=O)NC2CCCCC2)CCN1S(=O)(=O)c1ccc(F)cc1	30%[activator]
CCn1cc(S(=O)(=O)c2ccc(C)cc2C)c(=O)c2cc(F)c(N3CCCC3)cc21	11µM*
O=C(Nc1ccc([C@@H](O)[C@H]2COCC(=O)N2CCCc2ccccc2)cc1)C1CCC1	?
COc1cccc(S(=O)(=O)N2CCC3(CC2)CNC(C(=O)O)C3)c1 (configuration not stated)	-8%
CCN(CC)c1cc(C)c2cc(NC(=O)c3cc(OC)cc(OC)c3)ccc2n1	-3%
COc1ccc(NC(=O)c2cnc3c(c2)N(C(=O)Cc2cccc(C(F)(F)F)c2)CCC3)cc1OC	?
CCOc1ccc(S(=O)(=O)N2CCCN(C(=O)C3CC3)c3ccccc32)cc1	i
Cc1cccc([C@H]2C[C@@H](O)[C@@H](O)[C@@H]2NCC(C)(C)O)c1	?
CN1CCN(C(=O)c2nn(C)c3c2CCCC3)CC12CCNC(=O)CC2 (configuration not stated)	-13%
Cc1ccc(CNC(=O)CCNS(=O)(=O)c2ccc3c(c2)oc(=O)n3C)cc1	-1%
CCCc1noc(-c2ccn3c(CNC(=O)c4cc(F)ccc4F)nnc3c2)n1	-4%

SMILES	Pf Dd2 growth
COc1ccc(-c2cc3c(=O)n(CCNC(=O)c4ccc(C)c(F)c4)ccn3n2)cc1	?
Cc1cc(C)n(Cc2ccc(C(=O)N3C[C@@H](Oc4cccnc4)C[C@H]3C(N)=O)o2)n1	-21%
Cc1ccc(NS(=O)(=O)c2ccc3[nH]c4c(c3c2)CCCCCC4)cc1C	?
COc1ccccc1NC(=O)N1CC2CC(C1)[C@H]1CCCC(=O)N1C2 (some centres not stated)	0%
CCc1ccc(-n2c(=O)c3cccnc3n2CC(=O)N(CC)c2cccc(C)c2)cc1	?
CCC(=O)Nc1cccc(C2OC(=O)N(Cc3ccccc3)C2C(=O)Nc2ccc(F)cc2)c1 (configuration not stated)	i
Cc1ccc(C2=Nc3ccccc3N(CC(=O)NCc3ccccc3Cl)C(=O)C2)cc1C	11µM*
O=C(c1ccc(Cl)cc1)N1CCCC(c2nn(-c3ccc(F)cc3)c(=O)[nH]2)C1 (configuration not stated)	?
CC1(COc2ccccc2)COc2ccc(C(=O)NCc3cnccn3)cc2N1 (configuration not stated)	?
COc1ccccc1NC(=O)Cn1c(=O)n(CCCCCC(=O)NCc2ccccc2)c(=O)c2sccc21	i
CCOC(=O)C(=O)Nc1nnc2n1CCS2	10%
O=C(NC1CCCN(c2cc(-c3ccc(F)cc3)[nH]n2)C1)c1ccccc1F (configuration not stated)	i
CCn1nccc1C(=O)N1CCCC2(C=Cc3ccccc3O2)CC1 (configuration not stated)	-14%
O=C1C(N2CCN(S(=O)(=O)c3ccc(F)cc3F)CC2)CCN1Cc1cccnc1 (configuration not stated)	-8%
Cc1cccc(NC(=O)c2sc(-n3nc(C)c(CCC(C)C)c3C)nc2C)c1C	6%

Three compounds out of the list, sorted by formula weight, smallest number first.
SMILES	Pf Dd2 growth
CCn1nccc1C(=O)N1CCCC2(C=Cc3ccccc3O2)CC1 (configuration not stated)	-14%
CC1(COc2ccccc2)COc2ccc(C(=O)NCc3cnccn3)cc2N1 (configuration not stated)	?
COc1ccc(-c2cc3c(=O)n(CCNC(=O)c4ccc(C)c(F)c4)ccn3n2)cc1	?

(listing goes on)
SMILES	Pf Dd2 growth
CCn1ncc(N2CCC(NC(=O)COc3ccc(F)cc3)CC2)cc1=O	?
Cc1ncc(-c2ccccc2)[nH]1	-5%[76.6 µM]
CCn1c(=O)c2cc(C(=O)NCCc3ccc(Cl)cc3)sc2c2ccccc21	5%
Cc1c(C(=O)N2CCCC2)oc2c1-c1nn(CC(=O)NC(C)c3ccccc3)cc1CC2 (configuration not stated)	?
Cc1noc(-c2ccn3c(CNC(=O)c4ccc(Cl)cc4)nnc3c2)n1	-3%
Cc1cccc(CC(=O)N2CC(C(=O)NCCc3ccncc3)C3(CCOCC3)C2)c1 (configuration not stated)	?
Cc1ccc(CN(Cc2ccco2)C(=O)COc2cc(C)c(Cl)c(C)c2)cc1	?
CC1(c2noc(C3CC3)n2)CCN(C(=O)CCc2cc(Cl)no2)CC1	-24%
Cc1ccc(CNC(=O)CCc2nc3cccnc3n2Cc2ccccc2)cc1	8%

Screening data: PubChem, National Center for Advancing Translational Sciences (NCATS)

Only part of the results is shown; rates above refer to the full screens.
